Compound activity from PubChem.
DDE Tn7 FP inh – inhibitors of Tn7 peptide binding to fibrin DD(E), primary screen, biochemical, fluorescence polarization, human fibrin, Tn7 probe. Fibrinogen beta chain (Homo sapiens), P02675. FP displacement of FITC-Tn7 peptide from fibrin DD(E); 0% = median of compound wells per plate. inhibition, % at 8.3 µM. actives 0.13% (n = 370,000);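 active means inhibition above the mean of compounds falling within the control limits plus 3 SD of them, cut at about 14% in these data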;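 further: 0% = plate median of compound wells and 100% = 10 µM Aha-Tn7 peptide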
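assay system = human clot-derived fibrin DD(E) complex | quantity = Fibrin-DD(E) at 2 µM final | timing = 10 min preincubation, 3 h with tracer, room temperature | signal = fluorescence polarization | measure = percent inhibition | benchmarks = high control wells with 10 µM unlabelled Aha-Tn7 peptide (full inhibition) | replicates = singlicate testing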
ASAP1 inh – inhibitors of human ASAP1 ArfGAP activity, primary screen, biochemical, fluorescence polarization; actives 0.19% (n = 360,000); AID 624377, 2012; ASAP1-stimulated ARF1 GTP hydrolysis, GDP FP detection; Arf-GAP with SH3 domain, ANK repeat and PH domain-containing protein 1 (Homo sapiens), …; inhibition, % at 16.5 µM; in the data active means inhibition above about 25%;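 further: 0% = vehicle with enzyme and substrate and 100% = no enzyme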
Target sequence (Q9ULH1 325-724 limits assumed): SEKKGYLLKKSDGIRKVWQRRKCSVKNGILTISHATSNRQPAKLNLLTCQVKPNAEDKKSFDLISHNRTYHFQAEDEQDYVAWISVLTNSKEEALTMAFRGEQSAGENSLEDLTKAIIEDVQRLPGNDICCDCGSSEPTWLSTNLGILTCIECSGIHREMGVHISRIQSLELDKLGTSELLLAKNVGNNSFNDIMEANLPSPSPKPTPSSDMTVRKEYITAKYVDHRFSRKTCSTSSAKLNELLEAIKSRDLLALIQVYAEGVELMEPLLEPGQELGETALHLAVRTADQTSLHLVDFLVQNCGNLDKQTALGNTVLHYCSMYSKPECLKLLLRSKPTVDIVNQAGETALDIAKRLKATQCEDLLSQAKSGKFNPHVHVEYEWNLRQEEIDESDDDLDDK
KLK7 zymogen act – proKLK7 zymogen activators, primary screen, biochemical, fluorescence intensity. AID 652039, 2013. actives 0.9% (n = 370,000). Kallikrein-7 (Homo sapiens), P49862. activation, % at 7 µM. purified proKLK7, EDANS-DABCYL substrate fluorescence; 100% is mature enzyme control, 0% vehicle;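 active means activation above the mean of all tested compounds plus 3 SD, computed per campaign excluding outliers beyond control limits, cut at about 13% in these data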
UHRF1 binding – UHRF1 methylated DNA binding inhibitors, primary screen, counter-screen for MBD2 inhibitor project, biochemical, TR-FRET, human UHRF1, single concentration; UHRF1 binding to methylated oligo; actives 0.75% (n = 370,000); inhibition, % at 4.4 µM; AID 687016, 2013; in the data active means inhibition above about 21%;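 further: UHRF1 SRA domain binding a hemimethylated CpG hairpin DNA probe; 0% = median of test compound wells and 100% = reference inhibitor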
PLC-gamma1 inh – PLC-gamma1 enzyme inhibitors, primary screen, biochemical, fluorescence, purified enzyme; 1-phosphatidylinositol 4,5-bisphosphate phosphodiesterase gamma-1 (Homo sapiens), P19174; AID 720700, 2013; inhibition, % at 12.2 µM; fluorogenic substrate; actives 0.84% (n = 370,000); in the data active means inhibition above about 9.5%
PLCb3 inh – human PLC-beta3 inhibitors, primary screen, biochemical, fluorescence | inhibition, % at 12.2 µM | actives 0.18% (n = 370,000) | Purified PLC-beta3, fluorogenic substrate | 1-phosphatidylinositol 4,5-bisphosphate phosphodiesterase beta-3 (Homo sapiens), Q01970; in the data active means inhibition above about 11%;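 further: 0% = median of compound wells on plate and 100% = full blocker control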
HGIII-sPLA2 inh – human group III sPLA2 inhibitors, primary screen, biochemical, QFRET, BODIPY PC-A2 liposome substrate; QFRET BODIPY PC-A2 liposome hydrolysis, fluorescence; Group 3 secretory phospholipase A2 (Homo sapiens), Q9NZ20; inhibition, % at 12.2 µM; actives 0.56% (n = 370,000);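 active means inhibition above mean plus 3 SD of compounds lying within the high and low control bounds, cut at about 19% in these data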;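 further: 0% = median of test compound wells and 100% = no enzyme DMSO wells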
NR1D1 modulator – modulators of Rev-erb alpha DNA binding, primary screen, biochemical, FITC-DNA, fluorescence polarization, uHTS | Nuclear receptor subfamily 1 group D member 1 (Homo sapiens), P20393 | Rev-erbα–FITC-DNA binding, 90 min | activity, % at 10 µM | actives 0.79% (n = 370,000);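 active means activity above about 14%, limit read from the data; passing the limit was not always enough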;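 further: 0% = DMSO wells with 35 nM protein and 100% = DMSO wells with 750 nM protein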
Target sequence (P20393 whole entry, looked up): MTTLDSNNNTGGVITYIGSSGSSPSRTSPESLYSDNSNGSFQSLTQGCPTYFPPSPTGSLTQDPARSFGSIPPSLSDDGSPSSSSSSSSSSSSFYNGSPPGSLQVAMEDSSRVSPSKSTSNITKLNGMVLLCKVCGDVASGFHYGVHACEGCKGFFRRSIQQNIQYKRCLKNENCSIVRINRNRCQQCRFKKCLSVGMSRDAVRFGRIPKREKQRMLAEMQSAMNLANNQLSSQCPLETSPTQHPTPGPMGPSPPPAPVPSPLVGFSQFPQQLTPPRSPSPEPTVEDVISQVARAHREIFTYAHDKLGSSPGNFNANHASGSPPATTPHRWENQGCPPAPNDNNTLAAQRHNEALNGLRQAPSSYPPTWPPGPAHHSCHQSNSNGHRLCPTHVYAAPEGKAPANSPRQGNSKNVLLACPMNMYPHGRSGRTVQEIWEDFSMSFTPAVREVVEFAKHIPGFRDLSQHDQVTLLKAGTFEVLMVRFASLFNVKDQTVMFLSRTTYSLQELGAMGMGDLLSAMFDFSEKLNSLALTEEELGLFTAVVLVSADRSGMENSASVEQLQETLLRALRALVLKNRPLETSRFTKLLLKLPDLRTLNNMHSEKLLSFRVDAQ
DDE Tn6 FP inh – inhibitors of Tn6 peptide binding to fibrin DD(E), primary screen, biochemical, fluorescence polarization, human fibrin, Tn6 probe; Fibrin DD(E) TRITC-Tn6 fluorescence polarization displacement; inhibition, % at 8.3 µM; Fibrinogen beta chain (Homo sapiens), P02675; AID 720509, 2013; actives 0.21% (n = 370,000);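 active means inhibition above a per-campaign cutoff: mean of compounds within control limits plus 3 SD, cut at about 15% in these data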;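 further: 0% = median of all compound wells on the plate and 100% = blocking peptide control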
ARFGAP1 inhibitor – inhibitors of rat ARFGAP1 GAP activity, primary screen, biochemical, fluorescence polarization, GDP tracer; ADP-ribosylation factor GTPase-activating protein 1 (Rattus norvegicus), Q62848; Arfgap1-stimulated ARF1 GTP hydrolysis, GDP FP detection; inhibition, % at 16.5 µM; actives 0.26% (n = 360,000); AID 651572, 2012;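 active means inhibition above a per-plate limit, mean inhibition of low control wells plus 3 SD, cut at about 25% in these data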;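 further: 0% = DMSO wells with enzyme and 100% = wells lacking Arfgap1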
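Repeats: one replicate per compound; assay system: rat Arfgap1 catalytic domain, aa 1-136; times: enzyme reaction 120 min at 25 °C after 20 min preincubation; detection: FP of antibody-bound GDP Alexa 633 tracer, ex 620/em 688 nm; benchmarks: high control wells lacking Arfgap1, low control full reaction with DMSO; reagent: human ARF1(Δ1-17)-GTP substrate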
* marks the source's active call; other numbers are inactive results.

SMILES	DDE Tn7 FP inh	ASAP1 inh	KLK7 zymogen act	UHRF1 binding	PLC-gamma1 inh	PLCb3 inh	HGIII-sPLA2 inh	NR1D1 modulator	DDE Tn6 FP inh	ARFGAP1 inhibitor
Cn1c(=O)oc2cc(S(=O)(=O)N3CCC(C(=O)NCc4cccs4)CC3)ccc21	-1	6	0.7	0	1	4	5	2	-4	3
C#CCN(C[C@H]1[C@H](OC(=O)NCc2ccc(OC)c(OC)c2)[C@H](OC(=O)NCc2ccc(OC)c(OC)c2)C[C@H]2C(=O)N(c3ccccc3)C(=O)[C@@H]12)S(=O)(=O)c1ccc(C)cc1	-4	12	-0.8	-1	2	2	-16	1	-6	5
O=C(c1cc(-c2ccccc2)nc2ccccc12)N1CCN(c2ccccc2O)CC1	-8	11	-0.2	5	6	5	-11	-3	-15	1
COc1ccccc1C#CC1=CC(=O)CC(C)(C)C1	3	2	-0.1	-2	-31	-38	0	4	3	-2
O=C(CSc1ncnc2scc(-c3ccc(F)cc3)c12)c1ccc2c(c1)OCCO2	-8	3	-0.3	6	2	2	-5	-6	-3	2
S=C(NCc1ccccc1Cl)Nc1ccccc1Cl	2	1	0.0	2	1	0	0	5	3	-13
Cc1ccc(NC(=O)N2CCCCC2)cc1NC(=O)N1CCCCC1	10	-4	0.0	-2	-8	-11	3	4	1	0
COC(=O)[C@@H](NC(=O)NC1CCN(Cc2ccccc2)CC1)C(C)C	-3	-22	0.1	5	1	1	-1	1	-6	-6
CNC(=O)C[C@H]1C(=O)N(CCc2ccccc2)C[C@@H]1CSC	-3	10	-0.5	0	1	1	10	-4	-3	0
CC(C)c1ccc(OCC(=O)Nc2cccc(C(=O)Nc3ccccc3C(=O)O)c2)cc1	-1	16	-0.2	3	-9	-12	-61	-2	-4	1
O=C(O)CC(NC(=O)CCc1ccccc1)c1ccc(Cl)cc1 (stereo unspecified)	0	4	0.2	1	0	-6	-5	6	4	-3
O=S(=O)(NCc1cc(-c2ccccc2)no1)c1ccccc1	5	2	0.3	-1	0	3	-6	3	-4	8

Compounds from the list above with four or more nitrogen atoms:
SMILES	DDE Tn7 FP inh	ASAP1 inh	KLK7 zymogen act	UHRF1 binding	PLC-gamma1 inh	PLCb3 inh	HGIII-sPLA2 inh	NR1D1 modulator	DDE Tn6 FP inh	ARFGAP1 inhibitor
C#CCN(C[C@H]1[C@H](OC(=O)NCc2ccc(OC)c(OC)c2)[C@H](OC(=O)NCc2ccc(OC)c(OC)c2)C[C@H]2C(=O)N(c3ccccc3)C(=O)[C@@H]12)S(=O)(=O)c1ccc(C)cc1	-4	12	-0.8	-1	2	2	-16	1	-6	5
Cc1ccc(NC(=O)N2CCCCC2)cc1NC(=O)N1CCCCC1	10	-4	0.0	-2	-8	-11	3	4	1	0

The results go on:
SMILES	DDE Tn7 FP inh	ASAP1 inh	KLK7 zymogen act	UHRF1 binding	PLC-gamma1 inh	PLCb3 inh	HGIII-sPLA2 inh	NR1D1 modulator	DDE Tn6 FP inh	ARFGAP1 inhibitor
O=C(Nc1ccccc1)OCCN1CCOCC1	3	10	0.3	4	6	8	1	8	6	-1
Cc1cc(NC(=O)CCNS(=O)(=O)c2cc(Br)cnc2N)ccc1Br	-2	14	0.7	-1	0	-3	-38	2	0	-6
O=C(Cc1ccc(N2CCNC2=O)cc1)N1CCCC(Nc2ccc(F)c(F)c2)C1 (stereo unspecified)	-5	2	0.1	0	0	-7	-6	3	1	7
COc1ccc(/C=C/C(=O)NCC2COc3ccccc3O2)c(OC)c1 (stereo unspecified)	2	-4	-0.4	-3	-4	-6	-13	-4	-3	-1
Clc1ccc(-c2cc(COc3ccccc3)no2)cc1Cl	-8	-5	-0.2	1	0	-3	6	7	-5	0
Cc1c(C)n(Cc2ccccc2)c2ncnc(NCCCO)c12	2	10	-0.1	-3	4	-5	-22	-6	4	1
CCCCNC(=O)NNC(=O)COc1cccc(C)c1C	-2	-10	-0.6	1	-4	3	-19	-6	-6	13
CCN(CC)c1ccc(/C=N/NC(=O)c2cccc(N3CCCC3=O)c2)cc1	-3	13	1.8	-2	-88	-90	3	-5	-3	2
CN(C(=O)COC(=O)CNC(=O)c1ccccc1F)C1CCCCC1	-3	-5	0.5	1	-1	-5	3	-3	-4	2
C/C(=N\N=C1\NC(=O)C(CC(=O)O)S1)c1ccccn1 (stereo unspecified)	2	7	-0.9	5	-1	-4	14	-1	-4	8
CCOC(=O)c1nn(-c2ccc(C)cc2)c(=O)cc1OCC(=O)Nc1cccc(OC)c1	8	-6	0.5	-1	1	-6	-1	-10	4	-4
O=C(COC(=O)c1ccccc1)NC1CCCCCC1	5	15	-0.7	3	2	0	7	-5	-2	-12
COc1ccc(C(=O)ON=C2CCN(C)CC2)cc1	1	9	0.1	1	-1	-81	3	-2	7	14
COc1cccc(NC=C2C(=O)OC(C)(C)OC2=O)c1	-1	-11	-1.2	4	-8	-13	4	4	7	-2
Cc1sc2ncnc(NS(=O)(=O)c3ccc(Cl)cc3)c2c1C	-3	-4	0.1	-1	-6	-10	-14	0	7	-5
O=S(=O)(c1ccccc1)N1N=C(c2ccc(Cl)cc2)CC1c1ccco1 (stereo unspecified)	-1	5	0.5	-4	0	-6	-7	0	-3	10
O=C(/C=C/c1ccccc1[N+](=O)[O-])OC1CCCCC1=O (stereo unspecified)	-5	-10	0.0	-2	2	-3	-4	-1	4	14
S=C(NCCc1ccccc1)NC1CCC(NC(=S)NCCc2ccccc2)CC1 (stereo unspecified)	0	4	-0.4	0	1	-2	4	-3	0	1
CCCCCOC(=O)Cc1c(O)c2ccccc2[nH]c1=O	8	0	-0.1	1	-3	-13	3	-1	4	-8
O=C(Nc1ccc(Cl)cc1)c1cc(S(=O)(=O)N2CCOCC2)cs1	-2	-3	0.3	0	2	3	-9	9	-5	9
O=C(Nc1ccc(F)cc1)Nc1ccc2c(c1)OCO2	4	-17	0.0	-4	4	-2	2	3	-7	-11
O=C(O)CCC(=O)Nc1cccc(-c2nnc(-c3ccccc3)o2)c1	1	14	0.3	-1	4	-6	-4	-5	-12	-4
C=CC[C@@H](CC(=O)N(CCO)Cc1ccccc1)C(=O)NC[C@@H](OC(=O)[C@@H](CC=C)Cc1ccc(F)cc1)c1ccccc1	-3	6	-0.4	-2	10*	3	-29	-2	0	8
CC1=Nc2cc(C(=O)NCC3CCCO3)ccc2Sc2ccc(C)cc21 (stereo unspecified)	-3	0	0.1	-1	-3	-9	-1	9	-3	-2

Random excerpt: 6 entries already listed
SMILES	DDE Tn7 FP inh	ASAP1 inh	KLK7 zymogen act	UHRF1 binding	PLC-gamma1 inh	PLCb3 inh	HGIII-sPLA2 inh	NR1D1 modulator	DDE Tn6 FP inh	ARFGAP1 inhibitor
COc1cccc(NC=C2C(=O)OC(C)(C)OC2=O)c1	-1	-11	-1.2	4	-8	-13	4	4	7	-2
O=C(O)CCC(=O)Nc1cccc(-c2nnc(-c3ccccc3)o2)c1	1	14	0.3	-1	4	-6	-4	-5	-12	-4
Cc1sc2ncnc(NS(=O)(=O)c3ccc(Cl)cc3)c2c1C	-3	-4	0.1	-1	-6	-10	-14	0	7	-5
O=C(/C=C/c1ccccc1[N+](=O)[O-])OC1CCCCC1=O (stereo unspecified)	-5	-10	0.0	-2	2	-3	-4	-1	4	14
CCCCCOC(=O)Cc1c(O)c2ccccc2[nH]c1=O	8	0	-0.1	1	-3	-13	3	-1	4	-8
O=C(Nc1ccc(F)cc1)Nc1ccc2c(c1)OCO2	4	-17	0.0	-4	4	-2	2	3	-7	-11

(list continues)
SMILES	DDE Tn7 FP inh	ASAP1 inh	KLK7 zymogen act	UHRF1 binding	PLC-gamma1 inh	PLCb3 inh	HGIII-sPLA2 inh	NR1D1 modulator	DDE Tn6 FP inh	ARFGAP1 inhibitor
Cc1cccc(C(=O)NNC(=O)C2CCCCC2)c1O	-2	-18	-2.3	-1	-27	-33	0	1	-5	-3
COc1ccc(C2NC(=O)NC(C)=C2C(=O)OCC2CCCCC2)cc1OC (stereo unspecified)	-4	-2	0.5	1	11*	-1	3	16	-1	3
Cc1ccc2c(c1)NC(=O)C(CC(=O)Nc1ccc(Br)c(C)c1)O2 (stereo unspecified)	-2	10	-0.3	1	3	-4	0	-5	-1	-5
CN(C)Cc1cc(C(C)(C)c2ccccc2)ccc1O	-5	-4	-0.2	-1	0	2	-38	-7	6	6
CC[C@@]1(C(=O)OC)N[C@H](CN(C)S(=O)(=O)c2ccc(OC)cc2)[C@@H]2C(=O)N(C)C(=O)[C@@H]21	4	-7	0.0	2	-1	1	8	3	8	4
O=C(CSc1nnc(CNc2ccc(F)cc2)n1Cc1ccccc1)N1CCOCC1	3	11	-0.6	7	-3	3	-2	2	-7	-3
CC(=O)c1ccc(Cc2ccccc2)cc1	2	0	-0.5	3	0	-2	8	4	1	-8
Cc1ccc(S(=O)(=O)N2CCCC2CNC(=O)C(=O)NCCN2CCOCC2)cc1 (stereo unspecified)	8	-12	-0.1	1	-3	-10	1	6	2	11
CCc1ccc(/C(C)=N/NC(=O)CNC(=O)/C=C/c2ccccc2OC)cc1	-1	10	0.5	-1	-7	-17	-3	-1	-3	1
O=C(CCn1nc(-c2ccc(Cl)cc2)c2ccccc2c1=O)Nc1cccnc1	4	13	0.6	-5	2	-2	-8	3	1	-14
Cc1ccc(OCC(=O)Oc2cccc(C)c2C)cc1	-2	-9	-0.4	2	3	2	3	-3	-7	10
O=C(CCNS(=O)(=O)c1ccccc1C(F)(F)F)Nc1ccncc1	-10	1	0.0	1	3	-3	-11	5	2	-2
Cc1cc(NC(=O)Nc2ccccc2Cl)no1	6	-4	-0.5	2	-5	-6	4	7	0	-6
